PrPC TRFRET – inhibitors of human cell surface prion protein PrPC, primary screen, cell-based, TR-FRET. inhibition, % at 13.8 µM. TR-FRET read-out. 0.43% of 370,000 active; in the data active = inhibition above about 24%; also: 0% = median of the test wells and 100% = reference compound wells
Anthrax LF prot – Bacillus anthracis LF protease inhibitors, primary screen, biochemical, multiplex microsphere, MLPCN library | Lethal factor (Bacillus anthracis), P15917 | multiplex microsphere protease cleavage assay | inhibition, % at 10 µM | 0.12% of 360,000 active | AID 588501, 2011; also: plate controls were buffer without enzyme for full effect and enzyme alone for no effect
PfHsp40 yeast – rescue of yeast from PfHsp40 toxicity, primary screen, S. cerevisiae, ATP luminescence | AID 504582, 2011 | S. cerevisiae expressing PfHsp40, growth rescue | 0.68% of 340,000 active | growth rescue, % at 12.5 µM; in the data active = growth rescue above about 28%, passing the limit was not always enough; inconclusive = no clear call, values can overlap the other calls;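 also: yeast W303a lacking pdr1 and pdr3 grown in galactose medium; growth measured after three days at 30 °C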
BoNT-A LC inh2 – BoNT/A light chain protease inhibitors, primary screen, biochemical, flow cytometry, MLPCN library; multiplex microsphere protease substrate cleavage; inhibition, % at 10 µM; 0.17% of 360,000 active; AID 588499, 2011; also: plate controls were buffer without enzyme for full effect and enzyme alone for no effect
TcdB GH inh – TcdB glycohydrolase inhibitors, primary screen, biochemical, single point, plate reader; Toxin B (Clostridioides difficile), P18177; TcdB glycohydrolase enzymatic assay; inhibition, % at 9.99 µM; 0.24% of 350,000 active; AID 652162, 2013; in the data active = inhibition above about 10%
BoNT F protease – BoNT/F light chain protease inhibitors, primary screen, biochemical, flow cytometry, MLPCN library | 0.22% of 360,000 active | Multiplex microsphere protease cleavage assay | inhibition, % at 10 µM | Botulinum neurotoxin type F light chain protease (Clostridium botulinum); in the data active = inhibition above about 35%, passing the limit was not always enough; inconclusive = no clear call, values can overlap the other calls; also: plate controls were buffer without enzyme for full effect and enzyme alone for no effect
CCHFV vOTU inh – CCHFV vOTU protease inhibitors, primary screen, biochemical, Pep-AMC substrate, fluorescence; 0.55% of 370,000 active; inhibition, % at 11.5 µM; Crimean-Congo hemorrhagic fever virus L polyprotein viral ovarian tumor (vOTU) protease …; in the data active = inhibition above about 30%; also: 0% = vehicle wells with enzyme and 100% = no enzyme wells
Y pestis TopoI – Yersinia pestis topoisomerase I inhibitors, primary screen, biochemical, cleavage product accumulation, plate reader, single point; activity, % at 10 µM; Y. pestis Topo-I cleavage product accumulation; 0.064% of 360,000 active; in the data active = activity above about 50%, passing the limit was not always enough; inconclusive = no clear call, values can overlap the other calls; also: inactives centre near 2
FadD28 binding – inhibitors of FadD28 bisubstrate probe binding, primary screen, biochemical, fluorescence polarization, single point; inhibition, % at 12.5 µM; AID 588549, 2011; Mycobacterium tuberculosis FadD28 fatty-acid-AMP ligase; 0.22% of 360,000 active; in the data active = inhibition above about 8.5%, passing the limit was not always enough; inconclusive = no clear call, values can overlap the other calls
* = called active by the depositor; ? = inconclusive; . = no result given; & = joins results of further samples. Rule as the data show it, unless noted: active = inhibition above about 30%; inconclusive = no clear call, values can overlap the other calls; inactive = below that.

SMILES | PrPC TRFRET | Anthrax LF prot | PfHsp40 yeast | BoNT-A LC inh2 | TcdB GH inh | BoNT F protease | CCHFV vOTU inh | Y pestis TopoI | FadD28 binding
COc1ccc(-c2cc(C(F)(F)F)nc(SCC(=O)N3CC(C)OC(C)C3)n2)cc1OC (stereo not given) | -1.2 | . | -0.2 | . | . | . | -2.2 | -7.2 | 0.5
Cc1ccc(Cl)cc1NC(=O)c1ccc(NC(=O)CCC(=O)O)cc1 | -2.1 | 1.4 | -1.3 | -0.8 | 0.4 | -2.1 | -4.8 | -1.0 | -1.5
O=C(CCN1C(=O)C2C3C=CC(C4CC34)C2C1=O)Oc1ccc(Br)cc1 (stereo not given) | 5.5 | 0.8 | -1.2 | -0.7 | . | -1.4 | -1.1 | -7.0 | -0.5
CC(C)NC(=O)NC(=O)CSc1nncn1C | 1.6 | 0.5 | 1.7 | -0.9 | . | -4.1 | -1.6 | 0.4 | 0.0
C=C(C)C(O)Cc1c(OC)ccc(C(=O)/C=C/c2ccc(O)cc2)c1O (stereo not given) | 3.2 | -17.0 | 5.6 | -1.5 | -0.1 | -4.6 | -2.0 | -10.9 | -5.8
COc1ccc(/C=C(\C#N)C(=O)C(C)(C)n2cncn2)cc1 | 6.7 | 6.6 | 0.0 | -1.1 | -0.6 | 5.1 | 5.2 | -7.8 | 0.0
CCCCCCSc1nsc(NC(=O)CC(C)C)n1 | 15.9 | -0.9 | 19.7 | -0.1 | 0.0 | -0.5 | 11.4 | 14.4 | -1.0
COC(=O)c1cc(NC(=O)CSc2ncn[nH]2)ccc1Cl | 1.5 | -1.0 | -2.4 | -0.3 | 0.3 | -2.6 | 18.7 | -10.3 | -2.2
COc1cccc(/C=N/NC(=O)CC2C(=O)NN=C2C)c1O (stereo not given) | -6.4 | -2.9 | 0.1 | 0.7 | . | -1.4 | -1.5 | 5.7 | -3.2
Cc1nc(N2CCOCC2)nc(OC(C)C)c1[N+](=O)[O-] | -2.0 | 1.4 | -1.0 | -0.2 | 0.8 | -1.9 | 7.8 | 5.6 | -0.1
Cc1nn(-c2ccccc2)c(N2CCCC2)c1/C=C1\N=C(c2ccc(F)cc2)OC1=O | -1.7 | 3.6 | 0.4 | 8.4 | 0.6 | -5.8 | -4.3 | -5.1 | -1.2
O=C(Cc1cccc(NC(=O)C2CCN(C(=O)C3CCCCC3)CC2)c1)Nc1cccc(C(=O)N2CCCC2)c1 | 6.0 | -0.1 | 0.8 | -0.1 | -0.6 | 1.2 | -8.4 | 12.7 | -1.6
Nc1ncnc2c1ncn2[C@@H]1O[C@H](CNC(=O)[C@@H]2CCCN2S(=O)(=O)c2ccc(F)cc2)[C@@H](O)[C@H]1O | 2.5 | -3.2 | -0.7 | -0.6 | 0.3 | -1.7 | 2.2 | 1.3 | 0.9
COC(=O)C1=C(c2ccc(Cl)c(C(F)(F)F)c2)C[C@@H]2CC[C@H]1N2C(=O)NCc1cc(C)oc1C(F)(F)F | -8.1 | 2.0 | 2.0 | -0.5 | 1.4 | -6.0 | 4.9 | 20.4 | -2.5
O=c1c2ccccc2nc(-c2ccc(Cl)c(Cl)c2)n1O | -4.3 | -0.6 | 1.3 | 0.1 | . | -0.7 | 4.2 | 10.7 | 1.2
Cn1cnc([N+](=O)[O-])c1S(=O)(=O)Oc1cccc2ccccc12 | 4.1 | -2.2 | ? | 0.0 | 1.6 | -8.1 | 21.9 | -6.2 | -1.0
COC(=O)c1c(C)oc2ccc(N(C(=O)c3ccncc3)S(=O)(=O)c3ccc(C)cc3C)cc12 | 6.1 | 0.6 | 4.0 | -0.3 | . | -3.6 | -2.5 | 8.9 | -0.9
O=C(CCN1C(=O)/C(=C\C=C\c2ccccc2)SC1=S)Nc1ccccc1C(=O)O | -1.6 | -2.1 | -0.1 | -2.1 | 1.2 | -4.9 | 2.7 | 8.1 | 3.6
Cc1ccc(CCC(=O)Nc2nccs2)o1 | 0.4 | 2.1 | -0.6 | 0.9 | 1.4 | -1.7 | -12.4 | 5.3 | -0.9
COc1cccc(C2C(=O)N(C3CCCCC3)CC(=O)N2Cc2ccc(F)cc2)c1 (stereo not given) | -1.7 | 0.2 | 0.1 | -0.3 | 2.9 | 0.2 | -7.5 | 12.3 | 0.6
CCn1c(=O)cc(SCC(=O)NCC2CCCO2)c2ccccc21 (stereo not given) | 13.6 | -0.7 | 0.3 | -0.5 | . | -3.3 | -0.8 | 3.7 | -2.5
Cc1cccc(C)c1NC(=O)CSCC(=O)c1ccc(O)c(O)c1 | -5.5 | -13.6 | 0.2 | 0.4 | . | 12.2 | 1.5 | -2.5 | -0.8
COc1ccc(S(=O)(=O)NCC(=O)NCc2cc(=O)n(C)c(=O)n2C)cc1F | -4.9 | -0.5 | -2.7 | -0.6 | 1.2 | -2.1 | 4.1 | -11.8 | -2.7
CCN(CCO)C(=S)Nc1cc(S(=O)(=O)N(C)C)ccc1C | 0.2 | -2.9 | -0.6 | -1.2 | 1.8 | 2.4 | 2.3 | 1.6 | -0.3
Cc1ccc(NC(=S)N(C)N)cc1Cl | 12.4 | -3.4 | 0.0 | -0.3 | -2.3 | -4.7 | -14.4 | 7.0 | -2.8
COC(=O)CC/C(O)=C1/C(=N)CC(C)(C)CC1=O | -1.9 | 1.1 | -0.9 | -0.4 | . | 7.9 | -1.1 | -0.7 | -0.8
CCOc1ccc(OCCNC(=O)c2ccc3c(c2)nnn3CC)cc1 | 4.3 | -1.4 | 0.7 | 1.4 | -6.6 | -4.8 | -3.2 | 10.6 | .
CC(C)C(NC(=O)COc1ccccc1)C(=O)O (stereo not given) | 0.0 | -6.5 | 0.0 | 6.3 | . | 9.2 | -17.0 | 5.0 | -1.5
CSCCC(NS(=O)(=O)/C=C/c1ccccc1)C(=O)N1CCC(C)CC1 (stereo not given) | -1.0 | -0.3 | 1.2 | 1.6 | 0.6 | 13.9 | 9.9 | -2.8 | -0.1
C[C@H](CO)N1C[C@H](C)[C@@H](CN(C)Cc2ccc(Cl)c(Cl)c2)Oc2c(NS(=O)(=O)c3cn(C)cn3)cccc2C1=O | 7.3 | -7.4 | 0.3 | -0.1 | 0.2&-0.7 | -5.7 | -5.5 | 10.7 | -1.9
CC(C)n1nnnc1SCC(=O)N1N=C(c2cccs2)CC1c1cccs1 (stereo not given) | -3.3 | 8.6 | 5.7 | 0.8 | 1.5 | 0.5 | 10.6 | 28.3 | -2.2
O=C(NCc1ccco1)C(=O)c1c[nH]c2ccccc12 | -6.9 | 0.9 | 1.3 | -0.8 | -0.6 | -0.4 | 2.7 | -11.7 | -1.0
CNC(=O)COc1ccc(S(=O)(=O)Nc2ccc(OC)cc2)cc1 | 1.4 | -4.1 | -0.6 | -0.2 | -0.7 | 6.4 | -13.4 | 5.8 | -0.9
Cc1ccc(-c2n[nH]c(=O)c3ccccc23)cc1S(=O)(=O)N(C)C | 5.4 | -11.0 | -1.2 | -5.0 | 1.0 | ? | -10.2 | 7.3 | -2.0
CC(C)NC(=O)c1cc(-c2cccs2)on1 | -1.8 | 6.8 | 0.3 | -1.0 | . | -5.0 | -17.1 | -3.7 | -3.6
COc1ccc(-c2ccc(N)cn2)cn1 | -3.9 | -1.5 | -0.5 | 0.0 | -0.5 | -3.6 | 2.0 | 5.5 | -0.2
Cc1nc(C)c(C(=O)C2=C(O)C(=O)N(CCCn3ccnc3)C2c2ccc(Cl)cc2)s1 (stereo not given) | 0.8 | 1.5 | -0.5 | 0.3 | . | -1.2 | 4.5 | -2.9 | -1.6
Cc1cc(SCC(=O)OCC(=O)c2c(N)n(C)c(=O)n(C)c2=O)c(C)cc1Br | 1.9 | 3.1 | 1.4 | -0.4 | 0.1 | 0.9 | -14.9 | 17.2 | -4.4
CCSc1nnc(NS(=O)(=O)c2ccc(OC)cc2)s1 | 6.7 | -3.9 | 1.5 | -0.6 | 2.4 | -4.0 | 1.0 | -10.4 | -1.4
COc1ccc(CNC(=O)C2CCCN2S(=O)(=O)c2ccccc2)cc1 (stereo not given) | 4.8 | 3.1 | -0.1 | 1.2 | . | 4.5 | -12.7 | 4.6 | -2.7
O=C(c1ccc([N+](=O)[O-])s1)N1CCN(c2ccccn2)CC1 | -48.2 | -16.8 | 2.5 | 1.3 | -0.7 | 2.7 | 14.2 | 1.3 | 0.3
Cc1ccc(CC2C(=O)N(c3cc(C)ccc3C)C(=O)C2C)cc1 (stereo not given) | -5.4 | 10.6 | 1.2 | 0.8 | 2.2 | 30.5 | 13.2 | -0.6 | -1.4
COc1ccc(C(=O)c2ccc(OC)c(OC)c2OC)cc1 | 15.9 | 5.8 | 0.6 | -0.5 | 0.9 | -2.9 | 21.9 | 5.1 | -3.5
CN(C)c1nc(N)c([N+](=O)[O-])c(NCC2CCCO2)n1 (stereo not given) | 3.8 | -22.9 | 2.1 | -2.7 | 0.8 | -36.7 | -4.6 | -6.0 | -2.8
COc1cccc(/C=c2/s/c(=C(\C#N)C(=O)N3CCOCC3)n(-c3ccccc3)c2=O)c1 | 1.3 | -6.8 | 0.5 | ? | . | 4.7 | -3.5 | -2.9 | 3.9
O=C(O)CCNS(=O)(=O)c1ccc2ccccc2c1 | -5.7 | -1.7 | -0.6 | 0.9 | . | 0.9 | -2.4 | -3.9 | -3.7
CCc1nc2ccccc2c(C(=O)OCC(=O)NC(=O)c2cccn2C)c1C | 5.5 | 2.2 | 4.7 | -0.1 | 0.4 | -2.8 | 4.5 | 7.6 | -2.4
CCOC(=O)NCC(C)(C)CNC(=O)OCC | 4.9 | 7.3 | -0.6 | -1.8 | . | 3.7 | 3.1 | -0.2 | -0.1

Another view of some results above.
CN(C)c1nc(N)c([N+](=O)[O-])c(NCC2CCCO2)n1 (stereo not given)
  PrPC TRFRET: 3.8
  Anthrax LF prot: -22.9
  PfHsp40 yeast: 2.1
  BoNT-A LC inh2: -2.7
  TcdB GH inh: 0.8
  BoNT F protease: -36.7
  CCHFV vOTU inh: -4.6
  Y pestis TopoI: -6.0
  FadD28 binding: -2.8
CCSc1nnc(NS(=O)(=O)c2ccc(OC)cc2)s1
  PrPC TRFRET: 6.7
  Anthrax LF prot: -3.9
  PfHsp40 yeast: 1.5
  BoNT-A LC inh2: -0.6
  TcdB GH inh: 2.4
  BoNT F protease: -4.0
  CCHFV vOTU inh: 1.0
  Y pestis TopoI: -10.4
  FadD28 binding: -1.4
COc1ccc(C(=O)c2ccc(OC)c(OC)c2OC)cc1
  PrPC TRFRET: 15.9
  Anthrax LF prot: 5.8
  PfHsp40 yeast: 0.6
  BoNT-A LC inh2: -0.5
  TcdB GH inh: 0.9
  BoNT F protease: -2.9
  CCHFV vOTU inh: 21.9
  Y pestis TopoI: 5.1
  FadD28 binding: -3.5
Cc1cc(SCC(=O)OCC(=O)c2c(N)n(C)c(=O)n(C)c2=O)c(C)cc1Br
  PrPC TRFRET: 1.9
  Anthrax LF prot: 3.1
  PfHsp40 yeast: 1.4
  BoNT-A LC inh2: -0.4
  TcdB GH inh: 0.1
  BoNT F protease: 0.9
  CCHFV vOTU inh: -14.9
  Y pestis TopoI: 17.2
  FadD28 binding: -4.4

Other entries.
SMILES | PrPC TRFRET | Anthrax LF prot | PfHsp40 yeast | BoNT-A LC inh2 | TcdB GH inh | BoNT F protease | CCHFV vOTU inh | Y pestis TopoI | FadD28 binding
O=C(C1CCCO1)N1CCc2ccccc21 (stereo not given) | -2.3 | -3.2 | -2.1 | -1.7 | . | -26.6 | -8.8 | 9.4 | -0.8
CC12CCC=CC1=C(C=O)C1C2CCC2(C)C(O)CCC12 (stereo not given) | -6.6 | -5.1 | 0.0 | 0.3 | 0.3 | 4.6 | -6.7 | 14.6 | -2.8
CN(C(=O)c1cccs1)c1ccc(OCC(=O)Nc2ccc(C(=O)O)cc2)cc1 | -0.6 | -0.1 | -0.3 | 0.2 | -0.1 | -1.4 | 11.1 | 8.5 | -1.3
COc1ccc(-c2nc(C=O)cs2)cc1 | 2.5 | -1.5 | -0.2 | 1.3 | 0.4 | -7.3 | -9.9 | 4.8 | -1.9
